# FLuc modulator = counter-screen for miR-21 project: firefly luciferase inhibitors or activators | P08659 | AID 588342 | 360,000 tested, 6.9% active | Potency, µM (highest dose often 57.5 µM), without a hit: top-dose activity change, negative = inhibition, actives largely listed as inhibitors | purified FLuc, Km substrates, luminescence inhibition; active means well fitted inhibition curve with a large enough effect; inconclusive means small, poorly fitted or top-dose-only effect;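 further: plate controls were vehicle for no effect and reference inhibitor for full effect; nearly all actives have a fitted effect of over 55% in size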
# Target sequence (P08659 whole entry, looked up): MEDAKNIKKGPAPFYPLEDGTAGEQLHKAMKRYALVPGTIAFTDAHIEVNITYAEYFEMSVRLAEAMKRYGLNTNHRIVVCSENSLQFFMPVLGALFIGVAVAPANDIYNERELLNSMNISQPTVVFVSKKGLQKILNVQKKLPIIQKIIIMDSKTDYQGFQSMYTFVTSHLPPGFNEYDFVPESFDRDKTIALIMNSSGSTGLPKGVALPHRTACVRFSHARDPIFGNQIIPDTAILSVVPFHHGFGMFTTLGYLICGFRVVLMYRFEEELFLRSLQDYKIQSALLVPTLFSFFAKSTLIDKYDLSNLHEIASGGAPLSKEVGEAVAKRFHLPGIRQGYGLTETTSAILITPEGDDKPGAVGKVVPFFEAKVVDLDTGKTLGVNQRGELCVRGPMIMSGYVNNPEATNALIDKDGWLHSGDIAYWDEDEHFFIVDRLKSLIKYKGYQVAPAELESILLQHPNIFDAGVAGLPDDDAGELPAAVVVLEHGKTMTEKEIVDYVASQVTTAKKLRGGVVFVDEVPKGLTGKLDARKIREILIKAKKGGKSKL
#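 Purified P. pyralis luciferase, 10 nM final, with Km-level 10 uM D-luciferin and 10 uM ATP in 50 mM Tris acetate pH 7.5, 10 mM Mg acetate, 0.01% Tween-20, 0.05% BSA; 6-point qHTS titration about 60 µM downward; luminescence read.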
# Starred values were filed as active, the others as inactive; ? = inconclusive. Potency means the concentration at half of the fitted maximal effect. Only part of the results is shown; rates above refer to the full screens.
SMILES,FLuc modulator
CC(C)(C)c1ccc(C(=O)N2CCCC(c3nc4c(nnn4Cc4cccc(F)c4)c(=O)[nH]3)C2)cc1 (centres undefined),-15.2%
CC(C)(C)c1ccc(-c2nc(SCCOc3ccc(Cl)cc3)n3[nH]c(=O)cc3n2)cc1,?
CCc1cc2c(cc3c(=O)n(CCCC(=O)NCc4ccccc4Cl)nc(CC)n32)s1,-20.7%
CC(C)(C)C(=O)Nc1ccc2nc(SCC(=O)N3CCOCC3)sc2c1,?
O=C(COc1ccc(F)cc1)Nc1ccc(S(=O)(=O)N(Cc2ccccc2)c2ccccc2)cc1,6.3%
COc1cc(CCNC(=O)c2ccc3c(c2)c(C)c(C)n3Cc2cccc(C)c2)cc(OC)c1OC,-11.6%
CCC1CN(C(=O)Nc2cccc3c2CCCC3)c2cc(C)ccc2O1 (centres undefined),?
CC(=O)Nc1ccc(NC(=O)C2Cc3ccccc3N2C(=O)c2ccccc2)cc1 (centres undefined),-4.6%
CCc1ccccc1NC(=O)C(=O)c1cc(C)n(-c2ccccc2F)c1C,?
O=C(COc1ccc2oc3c(c2c1)CCCC3)Nc1ccc(Cl)cc1,-8.8%
COc1cc(OC)cc(C(=O)Nc2cc3c(cc2N2CCCC2)n(C)c(=O)c(=O)n3C)c1,3.3%
CCOC(=O)c1c(C)[nH]c(C)c1S(=O)(=O)N1CCC(C(=O)NCc2ccc(F)cc2)CC1,-7.3%
COc1ccccc1C(=O)N(Cc1nc(-c2cccc(C)c2)no1)C(C)C,-0.8%
O=S(=O)(c1ccc(Cl)cc1)c1nc(-c2ccccc2Br)oc1NCc1ccccc1,4.8%
COc1ccc(OC)c(NC(=O)c2cc3cccc(OC)c3oc2=O)c1,-0.8%
COc1ccc(OCC(=O)Nc2nnc(S(=O)(=O)N3CCc4ccccc43)s2)cc1,-1.0%
CCOc1ccc(C(=O)CSc2nnc3cc(C)c4ccccc4n23)cc1,-3.0%
COc1cccc(Nc2sc(C(=O)c3ccc4c(c3)OCO4)c(N)c2S(=O)(=O)c2ccccc2)c1,1.5%
CCOC(=O)c1ccc(N2C(=O)c3n[nH]c(-c4cccs4)c3C2c2ccc(OC)cc2OC)cc1 (centres undefined),-2.2%
COc1cc(Nc2nc(SCc3ccc(Cl)cc3)nc3ccccc23)cc(OC)c1,-1.9%
COc1ccc(NC(=O)NCC2CCN(Cc3ccccc3F)CC2)c(OC)c1,1.2%
Cc1ccc(Nc2cc(C)c(C#N)c3nc4ccccc4n23)c(C)c1,1.0%
COc1ccc2c(c1)Cc1sc(NC(=O)c3cccc(Br)c3)nc1-2,-11.6%
COc1ccc(OC)c(NC(=O)Cn2ccn(-c3ccc(F)cc3)c(=O)c2=O)c1,1.4%
COC(=O)c1ccccc1NC(=O)N(Cc1ccc(C)cc1)Cc1cccn1-c1nnc(N2CCCC2=O)s1,2.5%

# Looked up above.
# COc1ccc(NC(=O)NCC2CCN(Cc3ccccc3F)CC2)c(OC)c1 – FLuc modulator = 1.2%
# O=C(COc1ccc2oc3c(c2c1)CCCC3)Nc1ccc(Cl)cc1 – FLuc modulator = -8.8%

# Returning to the listing, starting six compounds before the break.
SMILES,FLuc modulator
COc1cc(Nc2nc(SCc3ccc(Cl)cc3)nc3ccccc23)cc(OC)c1,-1.9%
COc1ccc(NC(=O)NCC2CCN(Cc3ccccc3F)CC2)c(OC)c1,1.2%
Cc1ccc(Nc2cc(C)c(C#N)c3nc4ccccc4n23)c(C)c1,1.0%
COc1ccc2c(c1)Cc1sc(NC(=O)c3cccc(Br)c3)nc1-2,-11.6%
COc1ccc(OC)c(NC(=O)Cn2ccn(-c3ccc(F)cc3)c(=O)c2=O)c1,1.4%
COC(=O)c1ccccc1NC(=O)N(Cc1ccc(C)cc1)Cc1cccn1-c1nnc(N2CCCC2=O)s1,2.5%
Cc1cc(=O)n(C(C)C(=O)N2CCCc3ccccc32)c2c1c(C)nn2-c1ccccc1 (centres undefined),-5.3%
CCc1ccc(NC(=O)CSc2nc3c(sc4ccccc43)c(=O)n2CCN(CC)CC)cc1,-1.8%
Cc1cccc(CSc2nc3cccnc3n2Cc2ccc(C(=O)NCc3cccs3)cc2)c1,?
CCc1nc2ccccc2n2c(-c3ccccc3)c3c(=O)n(C)c(=O)n(C)c3c12,-19.3%
COc1cc(NC(=O)Cn2c(=O)n(Cc3ccccc3OC)c(=O)c3cccnc32)cc(OC)c1,-9.6%
COc1ccc(CNC(=O)c2ccc3nc(-c4ccc(F)cc4)c(-c4ccc(F)cc4)nc3c2)cc1,5.0%
CC(C)NC(=O)CCSc1nc(-c2ccc3c(c2)OCO3)cc(C(F)(F)F)n1,0.3%
CCCCNC(=O)C1CCN(c2nc3ccccc3nc2C(F)(F)F)CC1,-6.0%
O=C(c1ccc2c(c1)N(Cc1ccc(Cl)cc1)C(=O)c1ccccc1S2=O)N1CCN(c2ccccc2F)CC1 (centres undefined),-1.8%
COc1cccc(C(=O)N2c3nc(-c4ccco4)nn3C3(CCCCC3)[C@@H]3CCCC[C@@H]32)c1,0.7%
CCOC(=O)CSc1nc2ccc(NC(=O)c3ccccc3F)cc2s1,15.1µM*
Cc1cccc(NC(=O)Cn2nnc(C(=O)NCc3cccs3)c2N)c1,-7.8%
CCOC(=O)c1c(C)[nH]c(C)c1S(=O)(=O)N1CCCC(C(=O)N2CCN(c3cccc(C)c3C)CC2)C1 (centres undefined),-10.0%
CCOc1ccc(NC(=O)c2cccc3c(=O)c4c([nH]c23)CCCC4)cc1,-0.2%
CC(C)(C)OC(=O)N1CCC(c2c(C(=O)NCc3ccccn3)cnn2-c2ccccc2Cl)CC1,0.9%
COC(=O)c1nc2n(n1)C(c1cc(OC)ccc1OC)C(C(=O)Nc1ccc(C)cc1C)=C(C)N2 (centres undefined),-3.4%
O=C(Cc1ccccc1)N(Cc1cccnc1)c1nc2ccc(F)cc2s1,1.3%
COc1ccc(CCNC(=O)CN2C(=O)COc3ccc(C)cc32)cc1OC,0.0%
CCC1=C(c2ccc(C)cc2)S(=O)(=O)N=C1N1CCC(C(=O)NCCc2cccc(OC)c2)CC1,3.7%
CCCCOc1ccc(C(=O)NCCS(=O)(=O)N2CCN(c3ccc(F)cc3)CC2)cc1,3.0%
CCOc1ccc(NC(=O)c2cc3c(=O)n(Cc4cccs4)ccc3nc2C)cc1,-9.2%
CCOc1ccccc1CNC(=O)c1ccc2nc(CCc3ccccc3)oc2c1,-8.8%
O=C(CSc1nc2c(oc3ccccc32)c(=O)[nH]1)Nc1cccc(Cl)c1,1.2µM*
CCc1ccc(S(=O)(=O)c2cn(Cc3ccccc3)c3cc(F)c(F)cc3c2=O)cc1,-3.9%
CCCN(C(=O)c1cn(C)c(=O)c2cc(OC)c(OC)cc12)c1ccc(CC)cc1,-5.3%

# Continuation:
SMILES,FLuc modulator
Cc1cc(C)c(Cn2c(=O)n(CCC(=O)NCc3ccc4c(c3)OCO4)c(=O)c3ccccc32)c(C)c1,-2.4%
CC(C)Cc1nn2c(=O)cc(COC(=O)c3cccc(NC(=O)c4ccccc4)c3)nc2s1,-1.4%
O=C(c1ccc(CSc2nc3ccncc3n2Cc2ccccc2F)cc1)N1CCCCCC1,23.9µM*
COc1ccc(NC(=O)CN2CCCN(Cc3ccc(Cl)cc3)S2(=O)=O)cc1Cl,-11.5%
CCOC(=O)c1ccc2c(c1)N(Cc1cccc([N+](=O)[O-])c1)C(=O)c1ccccc1S2,4.4%
Cc1ccc(C)c(OCc2nc3ccccc3n2C)c1,?
COc1ccccc1OCCCn1c(C2CC(=O)N(c3ccccc3Cl)C2)nc2ccccc21 (centres undefined),16.9µM*
CC1CCC(N2CC(=O)N(CCC3=CCCCC3)C(c3ccc(F)cc3)C2=O)CC1 (centres undefined),3.3%
COc1ccc(CC(=O)Nc2ccc(-c3nc4ccccc4s3)cc2Cl)cc1OC,?
Cc1cccc(NC(=O)C(=O)NCC(c2ccc3c(c2)OCO3)N2CCN(c3ccccc3)CC2)c1 (centres undefined),6.0%
Cn1ccc2cc(S(=O)(=O)N3CCCC(C(=O)NCc4ccccc4)C3)ccc21 (centres undefined),0.9%
Cc1ccc(Cn2c(CNS(=O)(=O)c3ccc(F)c(Cl)c3)nc3cccnc32)cc1,-1.0%
O=C(Cn1c(=O)n(-c2ccc(Cl)cc2)c(=O)c2c3c(sc21)CCC3)c1ccc(F)cc1,1.6%
Cc1oc(-c2ccccc2Cl)nc1CS(=O)(=O)CC(=O)NC(C)CCc1ccccc1 (centres undefined),-17.8%
Cc1ccc(-c2nnc(Nc3ccc(Br)cc3)c3ccccc23)cc1S(=O)(=O)N1CCCCC1,1.0%
CC1CCC(NC(=O)c2ccc(CSc3nc4ccncc4n3Cc3ccc(F)cc3)cc2)CC1 (centres undefined),-17.4%
COc1ccc2c(c1)c(=O)c(S(=O)(=O)c1ccc(F)cc1)cn2Cc1ccccc1Cl,0.6%
CCOc1ccc(NC(=O)CSc2c3c(nc4ccccc24)CCCC3)cc1,0.8%
Oc1c(C(c2ccccc2F)N2CCCC2)sc2nc(-c3ccco3)nn12 (centres undefined),-16.5%
COc1cccc(C2CC(=O)N(c3ccc(F)cc3)C3=C2C(=O)OC3)c1OC (centres undefined),1.5%
CCc1ccccc1NC(=O)c1nc(-c2ccncc2)no1,-7.2%
COc1ccc(NC(=O)CN2C(=O)C(c3ccc(C(C)(C)C)cc3)=NC2(C)C)cc1Cl,-26.7%
CCc1nc2c(cnn2-c2ccc(C)cc2)c(=O)n1Cc1ccccc1,-11.2%
O=c1c2ccccc2n(Cc2ccccc2F)c(=O)n1-c1cccc(F)c1,0.3%
COc1ccc(N2C(=O)CSC23C(=O)N(C)c2ccccc23)cc1Cl (centres undefined),-7.3%

# An excerpt of these results, as tab-separated lines:
Compound	FLuc modulator
O=C(COc1ccc2oc3c(c2c1)CCCC3)Nc1ccc(Cl)cc1	-8.8%
CCOC(=O)c1c(C)[nH]c(C)c1S(=O)(=O)N1CCC(C(=O)NCc2ccc(F)cc2)CC1	-7.3%

# Further entries follow.
SMILES,FLuc modulator
CC(C)(C)C(=O)Nc1ccccc1C(=O)OCc1cc(=O)n2ccsc2n1,-0.6%
Oc1c(C(c2ccccc2)N2CCN(Cc3ccccc3)CC2)sc2nc(-c3ccco3)nn12 (centres undefined),?
Cc1cccn2c(=O)cc(CSc3nnc(NC(=O)C(C)C)s3)nc12,-10.1%
COc1cc(NC(=O)N2CCC(CN3CCCC3)CC2)cc(OC)c1OC,-6.4%
CCN(CCCNC(=O)c1c(C)oc2ncn(CC(C)C)c(=O)c12)Cc1ccccc1,-0.3%
COC(=O)c1c(NC(=O)COc2ccc(Cl)cc2)sc(C)c1C,-2.0%
CCOC(=O)c1cc(-c2ccccc2)n(CCCC(=O)Nc2ccccc2C)c1C,6.0%
COc1ccc(-c2ccc(NS(=O)(=O)c3ccc(F)c(C(F)(F)F)c3)cc2)nn1,?
COc1ccc(-c2cc3nc(-c4ccc(C)cc4)cc(C(F)(F)F)n3n2)cc1,-3.9%
Cc1cccc(C)c1NC(=O)CSc1ncc2c(n1)-c1ccc(Cl)cc1N(Cc1ccccc1)S2(=O)=O,-1.2%
CCOC(=O)c1c(C)[nH]c(CCC(=O)NCCCN2CCN(c3cc(C)ccc3C)CC2)c1C,1.2%
COc1ccc(Cn2ccc3nc(C)c(C(=O)NCc4ccc(SC)cc4)cc3c2=O)cc1,3.1%
CCCCN(C)C(=O)Cn1ncc2c([nH]c3ccc(C)cc32)c1=O,-8.9%
Cc1ccc(CNC(=O)CN(C)S(=O)(=O)c2ccc(Br)s2)cc1,-3.3%
COc1ccccc1C(=O)N1CCC(c2c[nH]c3ccccc23)(c2c[nH]c3ccccc23)CC1,-1.9%
COC(=O)c1scc(-c2ccc(C)cc2)c1S(=O)(=O)Nc1cc(C)c(Cl)cc1OC,-7.7%
Cc1ccc(Cl)cc1Nc1nn2c(=O)c3ccc(C(=O)Nc4ccc(F)cc4)cc3nc2s1,-2.8%
CCOc1ccccc1Nc1ccc2cc(S(=O)(=O)N3CCCCC3)ccc2n1,-1.7%
Cc1ccc(C(=O)Nc2nc3n(n2)C(c2ccccc2)C=C(c2ccccc2)N3)cc1 (centres undefined),1.1%
Cc1ccc(C)c(N2CCN(C(=O)CN3C(=O)CSc4c3c(C)nn4-c3ccccc3)CC2)c1,?
COc1ccc(NC(=O)C2CCC(CNS(=O)(=O)c3cccc4nsnc34)CC2)cc1OC (centres undefined),-7.4%
COc1ccccc1NC(=O)CN1CCN(CC(=O)Nc2ccc(F)c(F)c2)CC1,-1.4%
COc1ccc(OC)c(CCNC(=O)C(C)n2c(C)c3cnn(-c4ccccc4)c(=O)c3c2C)c1 (centres undefined),0.8%
CCCCn1c(=O)nc2n(-c3ccc(F)cc3)c3ccccc3cc-2c1=O,1.6%
Cc1ccccc1C(=O)NCc1nc2cccnc2n1Cc1ccccc1,-2.2%

# Remaining list, next part
SMILES,FLuc modulator
O=C(Cn1cnc2nc3c(cc2c1=O)CCCC3)N1CCN(c2cccc(C(F)(F)F)c2)CC1,10.1%
CCOc1ccc(CCNC(=O)c2ccc(-n3c(C)cc4c3CCCC4)cc2)cc1OCC,5.3%
CCN(C(=O)CSc1nc2ccccc2n1CC(=O)N1CCCC(C)C1)c1ccccc1 (centres undefined),-4.3%
O=C(Cc1cccs1)Nc1c(C(=O)Nc2ccc(F)cc2)oc2ccccc12,2.5%
COc1ccc(-c2nc3sc(CCNS(=O)(=O)c4ccc(F)c(C)c4)c(C)n3n2)cc1,-19.0%
Cc1cccc(Cc2c(C)nc3nc(SCC(=O)NCc4ccccc4)nn3c2C)c1,-3.3%
CCc1nnc(SCc2ccc(F)cc2Cl)c2cc3sc(C)cc3n12,-0.4%
Cc1ccc(-c2ccc(CCC(=O)O)n2-c2ccc(C(N)=O)cc2)cc1,?
CCOC(=O)c1c(NC(=O)/C=C/c2ccccc2)sc2c1CCCC2,-2.1%
COc1cccc(-c2nn3c(=O)cc(CN4CCN(C(=O)/C=C/c5ccccc5)CC4)nc3s2)c1,0.4%

# From PubChem BioAssay
